# TCR act: activates T cell receptor signaling; AID 504894; Potency, µM (doses to about 9.22 µM), without a hit: top-dose activation of IL-2 secretion, actives largely listed as activators; 330,000 tested, under 10 active; primary human leukocytes, anti-CD3, IL-2 HTRF, 48 h; also: % of control where 0% means no effect
#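 Compounds are tested in HTS on primary human leukocytes co-incubated with a-CD3 beads for 48 hr. IL-2 output is measured by time-resolved FRET.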
# ELG1 repair inh: ELG1-dependent DNA repair inhibition; actives 2.3% (n = 330,000); AID 504467; Potency, µM (series often up to 46.1 µM), for the others: top-dose activity change, negative = inhibition, hits mostly inhibitors; HEK293T ELG1-luciferase reporter, luminescence, 16 h; DNA damage induced by 5-fluorouridine; also: potency is read from the fitted curve at half-maximal effect; % is scaled to controls: 0 for no effect and ±100 for the full control effect; nearly all actives have a fitted effect of over 55% in size
#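 Overnight (16 hr) co-exposure of 2,000 cells/well to 5-fluorouridine and compound at 37 °C preceded detection. Luciferase was quantified via ONE-Glo luminescence; loss of signal denotes inhibition.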
# TRPV1 ag: activates the human vanilloid receptor TRPV1; Q8NER1; TRPV1-expressing cells, Fluo-8 calcium influx, agonist mode; activation, % at 8.33 µM; actives 0.19% (n = 320,000); in the data active = activation above about 80%; inconclusive = between about 30% and that limit; also: 0% is about no effect
#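 TRPV1-expressing cells were cultured overnight at 35.5C and loaded with Fluo-8 calcium dye for 40 to 90 min at room temperature. After a 10 s baseline, compound was added and calcium influx was read kinetically for 3 min (ex 480/em 520 nm).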
# B2AR arrestin: recruits beta-arrestin to the human beta2-adrenergic receptor. beta-arrestin recruitment to beta2AR, cell-based reporter. Potency, µM (series often up to 46.1 µM), inactives show at the top dose activation, hits mostly activators. actives 0.02% (n = 330,000). AID 492947;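 also: potency is read from the fitted curve at half-maximal effect; 0% = DMSO controls and full agonism = EC100 isoproterenol or metaproterenol; nearly all actives have a fitted effect of over 65% in size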
# TSG101-PTAP inh: blocks PTAP/TSG101 interaction to inhibit HIV-1 budding. Fluorescence polarization, FITC-PTAP peptide / Tsg101 binding. Potency, µM (titrated, usually from 115 µM), for inactives: top-dose activity change, negative = inhibition, actives largely listed as inhibitors. 340,000 tested, under 10 active. AID 493005; active = well fitted inhibition curve with a large enough effect in the main read-out, with a control signal flat, not every such curve was filed as active; inconclusive = small, poorly fitted or top-dose-only effect, or effect the other way, or a change in a side signal; inactive = no such curve, though single readings can be large or run the other way; also: potency is read from the fitted curve at half-maximal effect; % of control where 0% means no effect
#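 Fluorescence anisotropy tracks displacement of a FITC-tagged PTAP peptide (50 nM) from the Tsg101 binding domain (10 uM), following a 20 min room-temperature incubation at pH 7.5.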
# CXXC DNA block: MLL CXXC-DNA interaction inhibition; MLL-CXXC / FITC-HOXA9 DNA fluorescence polarization; actives 0.037% (n = 290,000); AID 2662; Potency, µM (series often up to 115 µM), for inactives: top-dose activity change, negative = inhibition, actives largely listed as inhibitors; active = well fitted inhibition curve with a large enough effect in the polarisation, with a control signal flat, not every such curve was filed as active; inconclusive = small, poorly fitted or top-dose-only effect, or effect the other way, or a change in a side signal; inactive = no such curve, though single readings can be large or run the other way; the % refers to the polarisation; also: potency is read from the fitted curve at half-maximal effect
#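 Fluorescence polarization: 7 uM MLL-CXXC (stock) preincubated 5 min with compounds, then 50 nM fluorescein-HOX-A9 DNA (stock) added; 30 min ambient. Buffer 50 mM Tris-HCl pH 7.5, 50 mM NaCl, 1 mM DTT, 0.05% BSA.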
# AT treatment: candidate therapy for ataxia-telangiectasia. […] A-T fibroblasts, KAP-1 phosphorylation AlphaLISA; neocarzinostatin DNA damage 30 min before lysis. Potency, µM (titrated, usually from 57.5 µM), inactives show top-dose activation, hits mostly activators. actives 0.19% (n = 320,000). AID 485349; also: potency is read from the fitted curve at half-maximal effect; % of control where 0% means no effect; nearly all actives have a fitted effect of over 45% in size
#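 hTERT-immortalized A-T patient fibroblasts ([…]), 500 cells/well in OPTI-MEM, 1% FBS, got compounds for 60 min, then NCS for 30 min at 37C. Lysates were then assayed for phospho-KAP-1 by AlphaLISA (anti-pKAP1 donor, anti-KAP1 acceptor beads), 6 hr at 25C.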
# BRCA1 expr up: increases BRCA1 expression. Potency, µM (titrated, usually from 46.1 µM), inactives show at the top dose activation, usual class: activators. actives 1.1% (n = 380,000). AID 624202. MCF7-BRCA1-FFLuc reporter, luminescence, 48 h; response scale: scaled: vehicle 0%, 10 µM genistein 100%; also: potency is read from the fitted curve at half-maximal effect; nearly all actives have a fitted effect of over 80% in size; some results filed as inactive show a strong effect at the top dose
#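 48 h compound treatment of MCF7-BRCA1-FFLuc cells (phenol-red free MEM, 37 °C), then 15 min with luciferase substrate and luminescence imaging.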
# Integrin act MD: activates integrin-mediated alleviation for muscular dystrophy | alpha7betagal myoblasts, beta-gal FDG fluorescence, 48 h | Potency, µM (titrated, usually from 38.3 µM), for the others: top-dose activation, hits mostly activators | actives 0.064% (n = 350,000);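 also: potency is read from the fitted curve at half-maximal effect; 100% = response of the positive control SU9516; nearly all actives have a fitted effect of over 60% in size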
#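 alpha7betagal+/- myoblasts (passage 13, 250/well) treated 48 h at 37C with compounds at 1:260 dilution of DMSO stock. Lysed, then beta-galactosidase activity read as FDG fluorescence (ex 480/em 540) after 30 min, with pre-read for autofluorescence.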
# p53 reactivator: restores transcriptional activity of mutant p53 | H1299 p53-A138V BP100-luciferase reporter, luminescence, 24 h | Potency, µM (series often up to 92.2 µM), for inactives: at the top dose activity change, positive = activation, most hits filed as activators | actives 0.063% (n = 320,000) | AID 504706; also: potency is read from the fitted curve at half-maximal effect; % of control where 0% means no effect; nearly all actives have a fitted effect of over 45% in size
#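 p53-null H1299 cells stably carrying temperature-sensitive p53-A138V and a BP100-luciferase reporter were pinned with compounds (4-point, 1:5 series) and held 24 hrs at 37 deg C. Luminescence was read 10 min after detection reagent.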
# An asterisk follows results filed as active; u = inconclusive; x = not tested or not shown; [ ] = another dose, or the depositor's remark. Unless noted, calls follow the shape of the dose curve; as a rule, active = well fitted curve in the direction sought with a large enough effect; inconclusive = small, poorly fitted or top-dose-only effect, or another doubt; inactive = no such curve, though single readings can be large; an effect the other way counts as inactive or inconclusive.
SMILES	TCR act	ELG1 repair inh	TRPV1 ag	B2AR arrestin	TSG101-PTAP inh	CXXC DNA block	AT treatment	BRCA1 expr up	Integrin act MD	p53 reactivator
Cc1cccc(NC(=O)c2ccc3c(c2)OCCO3)c1	-1%	u	-2	0.4%	-1%	9%	-1%	u	7%	17%
CC(=O)c1cc(C#N)c(SCc2ccccc2)nc1C	-2%	u	25	0.2%	-4%	6%	x	u	28%	8%
O=C(Cn1c(CO)nc2ccccc21)NCc1ccc2c(c1)OCO2	0%	-28%	0	0.5%	-2%	-3%	-5%	0%	12%	-4%
COc1cc(Cc2nccc3cc(OC)c(OC)cc23)c(NC(C)=O)cc1OC	-3%	21%	-8	0.3%	-1%	-3%	3%	-20%	6%	-5%
C[C@H](CO)N1C[C@H](C)[C@@H](CN(C)S(=O)(=O)c2ccccc2)Oc2c(NC(=O)NC3CCCCC3)cccc2C1=O	11%	u	x	0.4%	2%	x	-4%	-18%	-36%	-4%
COc1cc(OC)cc(-c2c(C#Cc3ccsc3)c3cc(-c4ccc(N(C)C)nc4)ccc3n2C)c1	0%	23%	x	0.0%	-2%	x	1%	-9%	28%	2%
O=C(CNC(=O)c1ccco1)Nc1cccc(Cl)c1	-1%	30%	1	-0.4%	-2%	45%[activator]	-3%	-7%	17%	5%
Cn1cnnc1SCC(=O)Nc1ccc(Oc2ccccc2)cc1	17%	u	2	0.2%	-10%	13%	3%	32%	19%	-1%
CCc1ccnc(NS(=O)(=O)c2ccc3c(c2)OCCO3)c1	-5%	-8%	4	-0.3%	-1%	15%	0%	-5%	3%	-4%
CCN(CC(=O)Nc1ccc(NC(C)=O)cc1)C(=O)Cc1ccc(S(=O)(=O)N2CCOCC2)s1	2%	28%	-4	-0.4%	1%	x	0%	0%	-12%	4%
CC(C)Cn1c(N)c(C(=O)CSc2ccc3c(c2)OCCO3)c(=O)n(C)c1=O	x	7.3µM*	-2	-0.5%	0%	13%	4%	-64%	-56%[inhibitor]	-5%
O=c1[nH]c(SCc2ccccc2)nnc1-c1ccccc1	8%[46.1 µM]	u	0	-0.7%	-2%	2%	-5%	27%	-14%	u
COc1cc(C(=O)NCC(=O)N2CCN(S(=O)(=O)c3ccccc3C(F)(F)F)CC2)cc(OC)c1OC	-13%	u	x	-0.4%	-2%	x	3%	-10%	-7%	-5%
CC1=C(SCCC#N)S/C(=C2\SC(C)=C(SCCC#N)S2)S1	7%	u	3	-0.3%	-7%	5%	10%	-37%	-20%	14%
COC(=O)c1sccc1NC(=O)c1cc(-c2ccc(C)cc2)nc2ccccc12	3%	-8%	-5	0.0%	-4%	6%	4%	-7%	8%	2%
Clc1ccc(-n2nnnc2-c2cnc3ccccc3c2-c2ccccc2)cc1	1%	u	x	0.6%	0%	10%	3%	-51%	-22%	-1%
NC(=NCCc1c[nH]c2ccccc12)NS(=O)(=O)c1ccc2ccccc2c1	-1%[46.1 µM]	1%	7	3.1%	-7%	8%	-1%	-36%	8%	-3%
Cc1nn(Cc2ccccc2)c(Cl)c1C(=O)OCc1nnc(-c2ccc(Cl)cc2)o1	-4%	-6%	0	0.4%	-5%	2%	11%	-36%	-4%	u
Nc1nnc(SCCOc2cccc(Br)c2)s1	-1%	u	-4	0.0%	-10%	-13%	5%	80%	-19%	12%
CC(C)N(C(=O)Cn1c(-c2cccnc2)ccc(C#N)c1=O)C(C)C	3%	-2%	u	0.4%	0%	8%	4%	18%	-13%	x
CCc1cc(Cn2nc(-c3ccccc3C)cc2C(=O)O)on1	-6%	29%	3	0.2%	1%	x	-2%	12%	-4%	-3%
CCN1CCc2c(sc(NC(=O)c3ccc4ccccc4c3)c2C(N)=O)C1	x	u	9	-0.1%	x	135%[activator]	3%	x	x	-7%
O=C(/C=C/c1ccccc1[N+](=O)[O-])NCc1ccncc1	-4%	8%	6	-0.1%	-5%	0%	3%	-14%	0%	-1%
C=CCNC(=O)CSc1nnc(C(CC)N(C)C)n1C1CCCCC1 (stereo not given)	5%	11%	-2	-0.1%	-6%	4%	-3%	8%	4%	5%
CCc1nnc(NC(=O)C2CCCCC2)s1	-9%	u	6	-0.1%	-11%	5%	11%	11%	0%	19%
Cc1nc2ccccc2c(=O)n1/N=C/c1ccncc1	x	20%	1	-0.1%	-3%	-2%	3%	44%	3%	7%
S=c1[nH]nc(COc2ccccc2)n1/N=C/C=C/c1ccco1	-1%	2%	2	7.6%	0%	-4%	-13%	0%	-20%	-4%
CC(C)CN(C(=O)CSc1nc2ccccc2c(=O)n1C)C1CCS(=O)(=O)C1 (stereo not given)	-1%	0%	-1	-2.3%	-7%	x	6%	-28%	15%	-17%
CCCCn1c(=O)[nH]c(=O)c2c1nc(COC(=O)c1c(C)noc1C)n2CCC	2%	u	6	0.0%	-1%	4%	19%	-29%	-11%	-2%
Cc1sc(NC(=O)c2ccco2)c(CN2CCN(c3ccccc3)CC2)c1C	0%	u	u	-0.3%	-7%	-4%	x	-39%	-36%	7%
O=C(CNC(=O)[C@@H]1Cc2ccccc2CN1)Nc1ccc2c(c1)OCO2	4%	16%	-1	-0.1%	-9%	-5%	9%	23%	12%	8%
COc1ccc(S(=O)(=O)N2CCCC2CNC(=O)c2cccc(OC)c2)cc1 (stereo not given)	2%	11%	0	-0.2%	-2%	x	3%	17%	-4%	6%

# Twelve entries from above, with two lines to a compound.
# Every second line gives: TCR act | ELG1 repair inh | TRPV1 ag | B2AR arrestin | TSG101-PTAP inh | CXXC DNA block | AT treatment | BRCA1 expr up | Integrin act MD | p53 reactivator
> Cn1cnnc1SCC(=O)Nc1ccc(Oc2ccccc2)cc1
→ 17% | u | 2 | 0.2% | -10% | 13% | 3% | 32% | 19% | -1%
> CCc1ccnc(NS(=O)(=O)c2ccc3c(c2)OCCO3)c1
→ -5% | -8% | 4 | -0.3% | -1% | 15% | 0% | -5% | 3% | -4%
> CCN(CC(=O)Nc1ccc(NC(C)=O)cc1)C(=O)Cc1ccc(S(=O)(=O)N2CCOCC2)s1
→ 2% | 28% | -4 | -0.4% | 1% | x | 0% | 0% | -12% | 4%
> CC(C)Cn1c(N)c(C(=O)CSc2ccc3c(c2)OCCO3)c(=O)n(C)c1=O
→ x | 7.3µM* | -2 | -0.5% | 0% | 13% | 4% | -64% | -56%[inhibitor] | -5%
> O=c1[nH]c(SCc2ccccc2)nnc1-c1ccccc1
→ 8%[46.1 µM] | u | 0 | -0.7% | -2% | 2% | -5% | 27% | -14% | u
> COc1cc(C(=O)NCC(=O)N2CCN(S(=O)(=O)c3ccccc3C(F)(F)F)CC2)cc(OC)c1OC
→ -13% | u | x | -0.4% | -2% | x | 3% | -10% | -7% | -5%
> CC1=C(SCCC#N)S/C(=C2\SC(C)=C(SCCC#N)S2)S1
→ 7% | u | 3 | -0.3% | -7% | 5% | 10% | -37% | -20% | 14%
> COC(=O)c1sccc1NC(=O)c1cc(-c2ccc(C)cc2)nc2ccccc12
→ 3% | -8% | -5 | 0.0% | -4% | 6% | 4% | -7% | 8% | 2%
> Clc1ccc(-n2nnnc2-c2cnc3ccccc3c2-c2ccccc2)cc1
→ 1% | u | x | 0.6% | 0% | 10% | 3% | -51% | -22% | -1%
> NC(=NCCc1c[nH]c2ccccc12)NS(=O)(=O)c1ccc2ccccc2c1
→ -1%[46.1 µM] | 1% | 7 | 3.1% | -7% | 8% | -1% | -36% | 8% | -3%
> Cc1nn(Cc2ccccc2)c(Cl)c1C(=O)OCc1nnc(-c2ccc(Cl)cc2)o1
→ -4% | -6% | 0 | 0.4% | -5% | 2% | 11% | -36% | -4% | u
> Nc1nnc(SCCOc2cccc(Br)c2)s1
→ -1% | u | -4 | 0.0% | -10% | -13% | 5% | 80% | -19% | 12%

# Screening data: PubChem, National Center for Advancing Translational Sciences (NCATS)
